aSyn tox rescue: qHTS of alpha-syn Inhibitors: NCGC Sytravon Library Screen; S. cerevisiae alpha-synuclein toxicity rescue, BacTiter-Glo growth, 24 h; hit rate 0.02% among 94,000; AID 1347070, 2019; Potency, µM (highest dose often 46.1 µM), for the others: top-dose growth rescue (activation), usual class: activators; active means well fitted activation curve with a large enough effect; inconclusive means small, poorly fitted or top-dose-only effect; further: 0% is about no effect
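Growth restoration measured by BacTiter-Glo luminescence after 24 hr at 30 deg C; alpha-synuclein yeast, raffinose-pregrown to mid-log, were added at OD600=0.02 in galactose medium onto pinned compounds.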
Numbers without * were called inactive; & = joins results of further samples; [ ] = another dose, or the depositor's remark. Potency means the concentration at half of the fitted maximal effect.

`COc1ccc(OC)c(NC(=O)c2ccc3nc(C(C)C)oc3c2)c1` gave aSyn tox rescue -1%.
COC(=O)c1ccccc1NC(=O)CSc1[nH]c(=O)cc(C)c1C#N was read as aSyn tox rescue 2%.
Cn1c(=O)c2c(nc(N3CCOCC3)n2C/C=C/c2ccccc2)n(C)c1=O was read as aSyn tox rescue 1%.
`O=C(NCc1ccccc1)c1ccc2nc(CCc3ccccc3)oc2c1` gave aSyn tox rescue -6%.
`CCc1ccc(C(C#N)=CC=Cc2ccccc2)cc1` gave aSyn tox rescue -7%.
Screening CCOc1ccc(CCNC(=O)COC(=O)c2cccnc2SC)cc1OCC returned aSyn tox rescue -1%.
Cc1c2cnn(-c3ccccc3)c(=O)c2c(C)n1CC(=O)N1CCN(c2cccc(Cl)c2)CC1 was read as aSyn tox rescue 4%.
CCCCC(=O)Nc1cccc(OCc2cc(=O)n3ccccc3n2)c1 was read as aSyn tox rescue -1%.
`CC(C)CCOc1ccc(C(=O)N2CCCC2C(=O)O)cc1` (stereo unspecified) gave aSyn tox rescue 9%.
Screening COc1cccc(CC(=O)NCc2ccc3c(c2)CCN3C(C)=O)c1 returned aSyn tox rescue -2%.
For COc1ccccc1Cn1ccn(Cc2ccc(C)cc2)c(=O)c1=O the results were aSyn tox rescue 6%.
COc1ccc(C2=NS(=O)(=O)N(C)C(C(=O)NC(C)c3ccccc3)=C2)cc1OC (stereo unspecified) was read as aSyn tox rescue 5%.

Gathered by group: the compounds so far containing an aryl thioether with sulfur outside any ring (two)
COC(=O)c1ccccc1NC(=O)CSc1[nH]c(=O)cc(C)c1C#N was read as aSyn tox rescue 2%.
Screening CCOc1ccc(CCNC(=O)COC(=O)c2cccnc2SC)cc1OCC returned aSyn tox rescue -1%.

Next entries:
For O=C(NCc1ccccc1)c1ccc2c(c1)N(Cc1ccc(F)cc1)CCS2 the results were aSyn tox rescue -10%.
CC(NC(=O)C1CCCN1S(=O)(=O)c1ccc2c(c1)n(C)c(=O)c(=O)n2C)c1ccccc1 (stereo unspecified) was read as aSyn tox rescue -4%.
For COc1ccc(Nc2cc(C(=O)NCc3ccccc3)c3ccccc3n2)cc1 the results were aSyn tox rescue -3%.
Cc1c(Cl)cccc1NC(=O)c1cnc2sc(N3CCCC3)nn2c1=O was read as aSyn tox rescue 3%.
Screening O=C(NCc1ccccc1C(F)(F)F)c1cccc2c1C(=O)c1ccc(N3CCC(N4CCCCC4)CC3)cc1S2(=O)=O returned aSyn tox rescue 1%.
`COc1cccc(-c2cc(C(F)(F)F)n3nc(C)c(-c4ccccc4)c3n2)c1` gave aSyn tox rescue -4%.
`O=C1C(=O)N(CCN2CCOCC2)C(c2ccc(Cl)cc2)/C1=C(/O)c1ccc(S(=O)(=O)N2CCOCC2)cc1` (stereo unspecified) gave aSyn tox rescue -1%.
Screening COc1cccc(C(C(=O)NCc2ccccc2)N(C(=O)Cn2nnc3ccccc32)c2cccc(C(C)=O)c2)c1 (stereo unspecified) returned aSyn tox rescue 1%.
`COc1ccc(OC)c(N(CCN2C(=O)c3ccccc3C2=O)C(=O)C2CCC(=O)C2C)c1` (stereo unspecified) gave aSyn tox rescue -1%.
`O=C(NCCCO)C(=O)Nc1ccc2c(c1)N(S(=O)(=O)c1cccs1)CCC2` gave aSyn tox rescue 4%.
N/C(Cc1ccc(Cl)cc1Cl)=N\OC(=O)Cc1cccs1 was read as aSyn tox rescue -11%.
COc1ccc(-c2nnc(SCC(=O)N3CCc4ccccc43)o2)cc1OC was read as aSyn tox rescue -6%.
Screening CC(C)CC(NC(=O)C1CCCCC1)C(=O)Nc1cccc(C(F)(F)F)c1 (stereo unspecified) returned aSyn tox rescue 2%.
For CCOc1ccc(CCNC(=O)CCc2c(C)nc3c(c(C)nn3-c3ccccc3)c2C)cc1OCC the results were aSyn tox rescue 7%.
O=C(Cc1csc(-c2cccc(F)c2)n1)Nc1cccc(S(=O)(=O)NC2=NCCC2)c1 was read as aSyn tox rescue -4%.
Screening O=C1CN(C(=O)COC(=O)c2ccc[n+]([O-])c2)c2ccccc2N1 returned aSyn tox rescue 2%.
`CCn1c(=O)cc(OCC(=O)NCc2ccc(F)cc2Cl)c2ccccc21` gave aSyn tox rescue -10%.
`CC(C)(C)c1ccc(CCC2OCC(CN3CCOCC3)O2)cc1` (stereo unspecified) gave aSyn tox rescue -9%.
Screening CCOC(=O)c1ccc(N2C(=O)c3n[nH]c(-c4cccs4)c3C2c2ccc(OCC)cc2)cc1 (stereo unspecified) returned aSyn tox rescue 3%.
`COc1ccc(/C=C\c2onc(C)c2S(=O)(=O)N2CCC(C(=O)Nc3ccc(C)c(F)c3)CC2)cc1` gave aSyn tox rescue 9%.
For CC(=O)Nc1ccc(S(=O)(=O)NC(C)C(=O)NCCc2ccc(F)cc2)cc1 (stereo unspecified) the results were aSyn tox rescue 1%.
O=C(CN1C(=O)NC2(CCOc3ccccc32)C1=O)Nc1ccc(F)c(F)c1F (stereo unspecified) was read as aSyn tox rescue -11%.
For COc1ccc2[nH]cc(CCNC(=O)CS(=O)(=O)Cc3ccccc3)c2c1 the results were aSyn tox rescue 4%.
For Cc1c(C(=O)Nc2cccc(C(F)(F)F)c2)oc2ccc(S(=O)(=O)N3CCC4(CC3)OCCO4)cc12 the results were aSyn tox rescue 2%.
Screening CCCN(CC(=O)Nc1ccc(Cl)cc1Cl)Cc1cc(=O)n2ccsc2n1 returned aSyn tox rescue 7%.
`CCOc1ccc(C(=O)c2oc3ccccc3c2NC(=O)Cc2coc3cc(C)cc(C)c23)cc1` gave aSyn tox rescue -8%.
Screening Cc1ccc(CN(C(=O)Nc2cccc(Cl)c2)c2ccccn2)cc1 returned aSyn tox rescue 7%.
`Cc1nn(-c2ccccc2)c2c1N(CCCC(=O)NCc1ccc(N(C)C)cc1)C(=O)CS2` gave aSyn tox rescue -5%.
Screening O=C(c1ccc2c(=O)n3c(nc2c1)CCCCC3)N1CCc2ccccc21 returned aSyn tox rescue 9%.
COC(=O)NNC(=O)C1CCC(C)CC1 (stereo unspecified) was read as aSyn tox rescue -2%.
For CCCCOc1ccc(C(C)NC(=O)c2cccc(Nc3nc4ccccc4n4nnnc34)c2)cc1 (stereo unspecified) the results were aSyn tox rescue -5%.
For CCN(CC)C(=O)COCc1cc(-c2ccc3c(c2)OCO3)on1 the results were aSyn tox rescue 4%.
`O=C(Cn1nc(C(=O)O)c2ccccc2c1=O)Nc1ccc2c(c1)OCO2` gave aSyn tox rescue 4%.
For Cc1ccccc1Nc1c(-c2cccnc2)nc2ccc(Cl)cn12 the results were aSyn tox rescue 2%.
`COc1ccccc1CN1CCN(C2CCN(C(=O)Nc3ccccc3)CC2)C(=O)C1=O` gave aSyn tox rescue 3%.
O=C(Nc1ccc(-c2nc3cccnc3s2)cc1)c1ccco1 was read as aSyn tox rescue -3%.

An excerpt from above in order of SMILES length, descending:
`O=C(Cn1nc(C(=O)O)c2ccccc2c1=O)Nc1ccc2c(c1)OCO2` gave aSyn tox rescue 4%.
Screening O=C(c1ccc2c(=O)n3c(nc2c1)CCCCC3)N1CCc2ccccc21 returned aSyn tox rescue 9%.
O=C(Nc1ccc(-c2nc3cccnc3s2)cc1)c1ccco1 was read as aSyn tox rescue -3%.

Additional structures
`Cc1c(C(=O)O)oc2c1-c1nn(Cc3ccccc3Cl)cc1CC2` gave aSyn tox rescue inconclusive.
For Cc1ccn2cc(CNC(=O)c3ccc(Br)o3)nc2c1 the results were aSyn tox rescue -3%.
Screening Cc1nn(C(C)C(=O)Nc2ccc(C(C)C)cc2)c(=O)c2c1sc1ccccc12 (stereo unspecified) returned aSyn tox rescue 4%.
Cc1nc2ccccc2c(=O)n1/N=C/c1ccc(O)c(O)c1O was read as aSyn tox rescue 10%.
`N#Cc1cc2ccccc2n2nnnc12` gave aSyn tox rescue 2%.
COc1ccc(-c2cn3c(n2)sc2cc(C(=O)NCCCN4CCCCC4)ccc23)cc1 was read as aSyn tox rescue 4%.
For Cc1cc(NC(=O)CCC(=O)N(Cc2ccco2)C2(C(=O)NC3CCCC3)CCCCC2C)no1 (stereo unspecified) the results were aSyn tox rescue 1%.
Screening CCc1cc(=O)oc2c(C)c3c(cc12)CN(CCc1ccccc1)CO3 returned aSyn tox rescue -6%.
`CCN(Cc1ccccc1)C(=O)C1CCN(S(=O)(=O)c2c(C)noc2/C=C/c2ccc(C)cc2)CC1` gave aSyn tox rescue -15%.
For Cc1ccc(C)c(N2CCN(C(=O)c3cc(S(=O)(=O)N4CCCC4)cn3C)CC2)c1 the results were aSyn tox rescue -1%&5%.
For COc1ccccc1NC(=O)CSc1nnc(C2CCCCC2)n1-c1ccccc1 the results were aSyn tox rescue 13%.
`CCOC(=O)c1cccc(NC(=O)[C@@H](c2ccccc2)N2Cc3ccccc3C2=O)c1` gave aSyn tox rescue 5%.

Next section; it opens with the 4 that closed the last part.
`CCN(Cc1ccccc1)C(=O)C1CCN(S(=O)(=O)c2c(C)noc2/C=C/c2ccc(C)cc2)CC1` gave aSyn tox rescue -15%.
For Cc1ccc(C)c(N2CCN(C(=O)c3cc(S(=O)(=O)N4CCCC4)cn3C)CC2)c1 the results were aSyn tox rescue -1%&5%.
For COc1ccccc1NC(=O)CSc1nnc(C2CCCCC2)n1-c1ccccc1 the results were aSyn tox rescue 13%.
`CCOC(=O)c1cccc(NC(=O)[C@@H](c2ccccc2)N2Cc3ccccc3C2=O)c1` gave aSyn tox rescue 5%.
Cc1cc(C)c(NC(=O)COC(=O)CCn2c(C)csc2=O)c(C)c1 was read as aSyn tox rescue -3%.
`Cc1noc(C)c1C(=O)OCC(=O)NCc1ccccc1` gave aSyn tox rescue 3%.
Cc1ccc(NC(=O)c2cc3nc(-c4ccccc4)cc(-c4ccccc4)n3n2)cc1 was read as aSyn tox rescue -9%.
For CCSC1C(=O)N(C)C(SCC)C(=O)N1C (stereo unspecified) the results were aSyn tox rescue -7%.
CC(C)(C)OC(=O)N/N=C\c1ccc(OC(=O)c2ccco2)cc1 was read as aSyn tox rescue 2%.
CC(=O)Nc1ccc(-c2nc3ccccc3c(=O)o2)cc1 was read as aSyn tox rescue -5%.
`COc1cccc(C(=O)NCc2nnc(SCC(=O)Nc3nccs3)n2-c2ccccc2)c1` gave aSyn tox rescue -4%.
`COc1ccc(C(=O)COC(=O)Cc2c[nH]c3ccccc23)c(OC)c1` gave aSyn tox rescue 7%.
For Cc1nn(CC(=O)c2ccc(Br)s2)c(C)c1[N+](=O)[O-] the results were aSyn tox rescue 14%.
For O=C(O)CSc1nnc(-c2ccc(O)cc2)o1 the results were aSyn tox rescue 4%.
`CCc1ccc2occ(CC(=O)Nc3c(C(=O)Nc4ccc(Cl)cc4)oc4ccccc34)c2c1` gave aSyn tox rescue 6%.
For Cc1ccc(CNC(=O)Cn2cc(C(=O)c3ccc(Cl)cc3)c(=O)c3ccc(C)nc32)cc1 the results were aSyn tox rescue -5%.
For COc1ccccc1CNC(=O)CCNS(=O)(=O)c1ccc2c(c1)oc(=O)n2C the results were aSyn tox rescue 1%.
Screening Cc1ccccc1OCCn1cc(C(=O)C2CCCCC2)c2ccccc21 returned aSyn tox rescue 0%.
Screening O=C1C=CC(=O)N1c1ccc(-c2nc3ccccc3o2)cc1 returned aSyn tox rescue -76%[inhibitor].
For Cc1ccc(S(=O)(=O)NCC(=O)Nc2ccc3c(c2)OCO3)cc1 the results were aSyn tox rescue -3%.
For CCOCCCn1c(=N)c(S(=O)(=O)c2ccc(C)cc2)cc2c(=O)n3cccc(C)c3nc21 the results were aSyn tox rescue -2%.
`Cc1nc(SCC(=O)NC2(C#N)CCCC2)n(CC(C)C)c1C` gave aSyn tox rescue 7%.
COC(=O)c1scc(-c2ccccc2)c1S(=O)(=O)Nc1ccccc1 was read as aSyn tox rescue 18%.
Screening COc1ccc(N2CC(NS(=O)(=O)c3cccnc3)CC2=O)cc1 (stereo unspecified) returned aSyn tox rescue -13%.
For CCc1nc2nc(C)cc(Nc3cccc(C)c3C)n2n1 the results were aSyn tox rescue -9%.
For O=C(CNc1ccc(Br)cc1)c1ccc(O)cc1 the results were aSyn tox rescue -46%[inhibitor].
Screening Cc1ccc(/C=C(\C#N)c2nc(-c3ccc(-c4ccccc4)cc3)cs2)cc1 returned aSyn tox rescue -2%.
Screening O=C(N/N=C/c1ccc(O)c(O)c1)N/N=C/c1ccc(O)c(O)c1 returned aSyn tox rescue 0%.
Screening COCCN1Cc2cccc(C(=O)Nc3ccc(Cl)cc3Cl)c2C1=O returned aSyn tox rescue -29%.
For Cc1ccc(Nc2cc(-c3ccccc3)nc(C)n2)cc1 the results were aSyn tox rescue -9%.
For Cc1c(N2CCCCC2)[nH]c2ccccc12 the results were aSyn tox rescue 2%.
For COc1ccc(-c2cc(C)no2)cc1S(=O)(=O)Nc1cccc(C(F)(F)F)c1 the results were aSyn tox rescue -4%.
For COCCN(CCOC)C(=O)Nc1ccc(Cl)cc1 the results were aSyn tox rescue -12%.
Screening Cc1ccc(S(=O)(=O)NCCC(=O)Nc2ccc(C)cc2C(=O)c2ccccc2)cc1 returned aSyn tox rescue inconclusive.
Screening O=C(c1ccc2c(c1)CCN2S(=O)(=O)c1ccc(Cl)cc1)N1CCN(c2ccccc2)CC1 returned aSyn tox rescue 3%.
Screening O=C(NCc1ccco1)c1ccc(-c2ccccc2Cl)o1 returned aSyn tox rescue -3%.

Compound activity from PubChem BioAssay.

An excerpt; rates above refer to the full screens.
